# HCV NS3h FP = HCV NS3 helicase inhibitors, primary screen, biochemical, fluorescence polarization, ChemBridge library; Hepatitis C virus NS3 helicase; NS3h Cy5-dT15 DNA binding; inhibition, % at 100 µM; 16,000 compounds, 1.6% hits; AID 687043, 2013;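 active = inhibition above the average over every tested compound plus 3 SD, cut at about 40% in these data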
# Cy5 interf NS3h = Cy5 fluorescence quenchers or enhancers, artefact control for HCV NS3 helicase inhibitor project, biochemical, ChemBridge library, Cy5 readout; Cy5-dT15 DNA with NS3h, fluorescence interference; actives lie on both sides; signal over control mean, under 1 quenches; fluorescence interference ratio at 100 µM; 16,000 compounds, 6% hits; AID 720488, 2013;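 active = compound fluorescence over control fluorescence at most 0.8, a quencher, or at least a set upper limit, an enhancer; inactive = ratio between 0.8 and the set upper limit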
# * marks the source's active call; other numbers are inactive results.
# Below each SMILES – HCV NS3h FP	Cy5 interf NS3h
1) COc1ccc(CNC(=O)c2ccc([N+](=O)[O-])cc2)cc1
    5	1
2) O=C(O)CCCNC(=O)COc1ccccc1
    11	0.9
3) Cc1ccc(NC(=O)c2cccc(N3C(=O)C4C5c6ccccc6C(c6ccccc65)C4C3=O)c2)cc1Cl (stereo not drawn)
    17	1
4) COc1ccc(S(=O)(=O)N(CCc2ccccc2)CC(=O)NC2CCCCC2)cc1
    17	0.99
5) O=C1NC(=S)N(c2ccc(Cl)cc2)C(=O)/C1=C\c1ccc(-c2cccc(C(=O)O)c2)o1
    72*	1
6) Cc1ccc(/C(N)=N\OC(=O)c2ccc(Cl)cc2Cl)cc1
    8	0.91
7) CN(C)S(=O)(=O)c1ccc(C(=O)Nc2cc(Cl)cc(Cl)c2)cc1
    4	1
8) Cc1cc(/C=C(\C#N)C(=O)Nc2ccccc2)c(C)n1-c1sc2c(c1C#N)CCCC2
    -11	1
9) O=C1NC(=S)N(c2ccc(Br)cc2)C(=O)/C1=C/c1ccc(O)c(Cl)c1
    27	0.94
10) CCN(CC)c1ccc(NC(=O)/C=C/c2cc(OC)ccc2OC)cc1
    20	1
11) COc1ccc(C2=C/C(=C/c3ccc(OC)c(Br)c3)C(=O)O2)cc1
    1	1
12) C=CCN=CC1=C(O)CC(C)(C)CC1=O
    6	1
13) Cc1nc2sc(C(=O)c3ccc(F)cc3)c(N)c2c(C)c1C(=O)Nc1ccccc1
    15	1.1
14) c1ccc2sc(-c3ccc(NCc4ccc5c(c4)OCO5)cc3)nc2c1
    16	0.9
15) Cc1ccc(C(=O)Nc2ccc(C(C)C)cc2)cc1C
    3	1
16) CN(C)C(=O)c1ccccc1NC(=O)c1ccccc1Cl
    1	1
17) O=C(Nc1cccc(-c2cn3ccccc3n2)c1)c1ccccc1Cl
    22	0.92
18) COc1ccc(OC(C)C(=O)Nc2ccc(OC)cc2OC)cc1 (stereo not drawn)
    2	0.92
19) CCOC(=O)c1ccc(-n2c(C)cc(/C=C(\C#N)C(=O)Nc3ccc(OC)cc3)c2C)cc1
    4	1
20) Ic1ccc(-c2nc(-c3ccccn3)no2)cc1
    3	1.1
21) COc1ccc2c(=O)c(Oc3ccc(C(C)(C)C)cc3)coc2c1
    -5	0.96
22) Cc1ccc(C(=O)Nc2c(C)ccc3nsnc23)cc1
    8	1.1
23) CN(C)c1ccc(C(=S)N2CCN(c3ccccc3)CC2)cc1
    13	1
24) COC(=O)C1=C(C)N=c2s/c(=C/c3cccs3)c(=O)n2C1c1ccc(OC)cc1 (stereo not drawn)
    10	1
25) CCOC(=O)C1=C(C)N=c2s/c(=C\c3ccc([N+](=O)[O-])o3)c(=O)n2C1c1ccc(C)cc1 (stereo not drawn)
    13	0.75*
26) COc1ccc(CCNC(=O)C(=O)Nc2cccc(Cl)c2Cl)cc1OC
    -9	1
27) Cc1ccc(N2C(=O)CC(Cc3ccc(Cl)cc3)C2=O)cc1 (stereo not drawn)
    6	0.99
28) COc1ccc(C(O)=CC(=O)C(=O)NCc2ccccc2)cc1
    18	1.1
29) O=C(Nc1ccc(Cl)c(Cl)c1)C1C(c2ccccc2)C1(Cl)Cl (stereo not drawn)
    7	0.98
30) O=C1c2ccccc2NC(c2cccc(O)c2)N1Cc1ccco1 (stereo not drawn)
    3	0.97
31) CCCNC(=O)c1c(NC(=O)c2ccccc2F)sc2c1CCC(C)C2 (stereo not drawn)
    7	0.93
32) COCCNC(=O)c1cc2nc(-c3ccccc3)cc(-c3ccccc3)n2n1
    18	0.94
33) CCOC(=O)c1c(NC(=O)CCC(=O)OC)sc(C)c1C
    4	0.96
34) COc1cccc(/C=C2\C(=O)NC(=O)N(c3cc(C)cc(C)c3)C2=O)c1OC
    0	1
35) O=C(Nc1cccc(Cl)c1)c1ccccc1C(F)(F)F
    14	0.9
36) O=c1[nH]c(N2CCCCC2)nc2ncn(Cc3ccccc3)c12
    4	1.2
37) Cc1cccc(-c2noc(-c3ccco3)n2)c1
    11	0.96
38) O=C(Cc1ccccc1)Nc1ccc(-c2nc3ccccc3s2)c(O)c1
    4	1.2*
39) Cc1ccc(C2(c3ccc(C)cc3)CC2C(=O)Nc2ccc([N+](=O)[O-])cc2O)cc1 (stereo not drawn)
    7	0.92
40) O=C(Nc1ccncc1)C12CC3CC(CC(C3)C1)C2
    1	1
41) CCN(CC)C(=O)c1sc(NC(=O)COc2ccc3ccccc3c2)c(C(=O)OC(C)C)c1C
    6	0.99
42) COc1cccc(C(=O)Nc2cccc(-c3cn4ccccc4n3)c2)c1
    7	0.95
43) O=c1/c(=C/c2cc(Br)ccc2OCc2ccccc2F)sc2nc3ccccc3n12
    3	1
44) CCOc1ccccc1-c1nc(SCC(=O)O)n[nH]1
    4	1.1
45) CC(CCc1ccccc1)NCC#N (stereo not drawn)
    -2	1.1
46) N#CC1=C(N)C(C#N)(C#N)C(c2ccc(Cl)cc2Cl)C2CCCC=C12 (stereo not drawn)
    0	1.2*
47) COc1ccccc1N(CC(=O)N1CCOCC1)S(=O)(=O)c1ccccc1
    1	1.1
48) COCCOC(=O)c1c(C)oc2ccc(OC(=O)c3cc4ccccc4o3)cc12
    16	0.99
49) Cc1ccc(/C=N\n2nnnc2N)cc1
    -7	0.96
50) O=C1C2C3C=CC(C3)C2C(=O)N1/N=C\c1ccc(-c2ccc(Cl)c([N+](=O)[O-])c2)o1 (stereo not drawn)
    14	0.86

# Five entries already listed, sorted by SMILES length, high to low:
# Below each SMILES – HCV NS3h FP	Cy5 interf NS3h
41) CCN(CC)C(=O)c1sc(NC(=O)COc2ccc3ccccc3c2)c(C(=O)OC(C)C)c1C
    6	0.99
48) COCCOC(=O)c1c(C)oc2ccc(OC(=O)c3cc4ccccc4o3)cc12
    16	0.99
44) CCOc1ccccc1-c1nc(SCC(=O)O)n[nH]1
    4	1.1
49) Cc1ccc(/C=N\n2nnnc2N)cc1
    -7	0.96
45) CC(CCc1ccccc1)NCC#N (stereo not drawn)
    -2	1.1

# Going on with the list.
# Below each SMILES – HCV NS3h FP	Cy5 interf NS3h
51) COCCCNC(=O)/C(=C/c1cccc([N+](=O)[O-])c1)NC(=O)c1ccc(OC)cc1
    12	0.87
52) Cc1cc(C)cc(N2C(=O)NC(=O)/C(=C\c3ccc(O)c(Br)c3)C2=O)c1
    38	0.99
53) CCN(CC)c1ccc(NC(=O)c2cc(Br)ccc2OC)cc1
    21	0.98
54) O=C1NC(=O)N(c2ccccc2)C(=O)/C1=C\c1ccccc1OCc1ccccc1F
    22	1
55) COc1ccc(-c2ccc(CO)o2)cc1
    -3	1.1
56) Cc1[nH]c2ccccc2c1/C=C(\C#N)C(=O)Nc1cccc(Cl)c1C
    18	1.1
57) Cc1ccc(C)c(NC(=O)C2CCC(C)(C(=O)O)C2(C)C)c1 (stereo not drawn)
    -2	0.97
58) COc1ccc(OCC(O)Cn2c(C(C)C)nc3ccccc32)cc1 (stereo not drawn)
    -2	1
59) COc1ccc(NC(=O)c2ccc(Cl)cc2)cc1Cl
    -2	1
60) CCC1=NN2C(=N)/C(=C/c3ccc(-c4ccc([N+](=O)[O-])cc4Br)o3)C(=O)N=C2S1
    32	0.95
61) C=C(Br)n1c(COc2ccccc2)nc2ccccc21
    12	0.92
62) CC(=O)Nc1ccc(Nc2nc(-c3ccc(Cl)c(Cl)c3)cs2)cc1
    7	1
63) CCOc1cc(OCC)cc(C(=O)Nc2cc(-c3nc4ccccc4s3)ccc2C)c1
    -7	0.98
64) COC(=O)c1ccc(/C=C2\C(=O)NC(=S)N(c3cccc(Br)c3)C2=O)cc1
    9	0.93
65) COc1ccc(CCN2C(=O)/C(=C\c3c(F)cccc3Cl)SC2=S)cc1OC
    2	1
66) O=[N+]([O-])c1cccc(CN2CCN(Cc3ccco3)CC2)c1
    1	1
67) CCOc1ccccc1NC(=O)C(=O)NCC1CCCO1 (stereo not drawn)
    -5	0.99
68) CCCOc1ccc(C(=O)Nc2ccc(O)c(-c3nc4ccccc4s3)c2)cc1
    -10	1.1
69) COC(=O)c1cc(NC(=O)c2ccc(-c3ccc([N+](=O)[O-])cc3)o2)cc(C(=O)OC)c1
    1	0.98
70) CCC(=O)Nc1nc(C)c(-c2csc(Nc3ccc(N(C)C)cc3)n2)s1
    13	0.88

# Reformatted: entries from further up.
[19] CCOC(=O)c1ccc(-n2c(C)cc(/C=C(\C#N)C(=O)Nc3ccc(OC)cc3)c2C)cc1
[20] Ic1ccc(-c2nc(-c3ccccn3)no2)cc1
[21] COc1ccc2c(=O)c(Oc3ccc(C(C)(C)C)cc3)coc2c1
Assay by compound | 19 | 20 | 21
HCV NS3h FP | 4 | 3 | -5
Cy5 interf NS3h | 1 | 1.1 | 0.96

# (next part)
# Below each SMILES – HCV NS3h FP	Cy5 interf NS3h
71) CCOC(=O)CN1C(c2ccccc2O)Nc2ccc(Br)cc2C1c1ccccc1 (stereo not drawn)
    8	0.86
72) COc1ccc(/C(N)=N\OC(=O)c2cccc([N+](=O)[O-])c2C)cc1
    9	1.1
73) NC1=NC(=O)/C(=C/c2cc(Cl)c(OCc3ccccc3)c(Cl)c2)S1
    -8	1.1
74) CCC12c3ccccc3C(c3ccccc31)C1C(=O)N(c3cc(Cl)ccc3C)C(=O)C12 (stereo not drawn)
    -4	1
75) O=C(CP(=O)(c1ccccc1)c1ccccc1)c1ccccc1
    2	1
76) Cc1ccccc1OCCCNCC1CCCO1 (stereo not drawn)
    -14	1
77) O=C1NC(=O)N(c2ccccc2)C(=O)/C1=C/c1ccc(N2CCOCC2)o1
    0	1.1
78) CCOC(=O)c1cnn2c(C)cc(-c3ccc(OC)cc3)nc12
    4	0.97
79) CCOc1cccc(C(=O)Nc2cc(NC(=O)c3cccc(OCC)c3)cc(C(=O)O)c2)c1
    10	0.96
80) O=C(O)CN(c1ccccc1)S(=O)(=O)c1ccccc1[N+](=O)[O-]
    2	1
81) COc1ccc2nc(SC)nc(C)c2c1
    3	1
82) O=C1C=CC(=O)N1c1ccc(Cc2ccc(N3C(=O)C=CC3=O)c(Cl)c2)cc1Cl
    14	1
83) O=C(Oc1ccc2c(=O)c(Oc3ccccc3Br)coc2c1)c1ccco1
    2	1
84) O=C1NC(=S)S/C1=C/c1ccccc1OS(=O)(=O)c1ccccc1[N+](=O)[O-]
    2	0.94
85) CCOc1ccc(NC(=O)/C=C/c2ccc(F)cc2)cc1
    1	0.98
86) CCOc1ccc(N2C(=O)NC(=O)/C(=C\c3ccc(OCC)c(Cl)c3)C2=O)cc1
    14	1
87) O=C(c1ccccc1)c1cc(Cl)ccc1N=Cc1ccc([N+](=O)[O-])s1
    8	1
88) O=C(NC(=S)Nc1ccc(I)cc1)c1ccco1
    -6	0.96
89) Cc1ccsc1/C=C1\SC(=N)N(c2ccc3c(c2)OCO3)C1=O
    49*	1.5*
90) COC(=O)c1c(NC(=O)Nc2ccc(Cl)c(Cl)c2)sc2c1CCC2
    -7	1.2*
91) COc1ccc2nc(SCC(=O)Nc3ccc(Cl)cc3)[nH]c2c1
    13	1
92) O=c1[nH]c2ccc(Cl)cc2c(-c2ccccc2)c1C1=NOC(c2ccccc2)C1 (stereo not drawn)
    -1	0.99
93) CN(C)c1ccc(C(=O)N2CCN(c3ccccc3)CC2)cc1
    -3	0.96
94) Cc1cc([N+](=O)[O-])ccc1NS(=O)(=O)c1cc(Cl)ccc1Cl
    4	1
95) Cc1ccc(N2CC(C(=O)Nc3ccccc3Br)CC2=O)cc1 (stereo not drawn)
    12	1.1
96) CCc1ccc(NC(=O)C(=O)NCC2CCCO2)cc1 (stereo not drawn)
    18	0.75*
97) COc1ccc(/C(N)=N\OC(=O)COc2ccccc2)cc1OC
    10	0.96
98) Cc1ccc(C(=O)O/N=C(/N)c2ccccn2)cc1[N+](=O)[O-]
    7	1
99) O=C(NCCN1CCN(C(=O)c2ccc([N+](=O)[O-])cc2)CC1)C(=O)Nc1ccc(Cl)cc1
    5	0.96
100) Cn1c(NC(=O)c2ccc(Cl)cc2)nc2ccccc21
    -3	1.1
101) COc1cccc(NC(=O)C(=O)NCC(C)C)c1
    14	1.1
102) COc1cc(C(=O)Nc2ccc3oc(-c4ccc5ccccc5c4)nc3c2)cc(OC)c1OC
    22	0.72*
103) Cc1cccc(NC(=O)C2CC(=O)N(c3ccc(Br)cc3)C2)n1 (stereo not drawn)
    1	1
104) Cc1ccc2nsnc2c1NC(=O)c1ccccc1[N+](=O)[O-]
    13	1.1
105) COC(=O)c1cn(C(=O)OC)c2ccccc12
    -7	1
106) Cc1ccccc1NC(=O)C(=O)NCc1ccncc1
    6	1.1
107) COc1ccc(CC(c2nc3ccccc3[nH]2)C(C)c2nc3ccccc3[nH]2)cc1 (stereo not drawn)
    -6	0.89
108) O=c1c(-c2nc3ccccc3s2)coc2cc(OCc3ccc([N+](=O)[O-])cc3)ccc12
    7	1
109) O=C(COc1ccc(Cl)cc1Cl)Nc1cc(-c2ccc(F)cc2)[nH]n1
    -5	1.1
110) O=C1/C(=C\c2cc(Cl)c(O)c(Cl)c2)SC(=S)N1c1ccccc1
    -1	1.1
111) COc1ccc(Br)cc1/C=C/C(=O)Nc1ccc(O)c(-c2nc3ccccc3o2)c1
    2	1.1
112) Cc1ccc(C(=O)N/C(=C/c2ccc(-c3ccc(Cl)cc3Cl)o2)C(=O)NCCCO)cc1
    10	0.93
113) COc1ccc(CCNC(=O)C(=O)Nc2ccccc2C)cc1
    4	1.1
114) Cc1cccc(C(=O)Nc2ccc(Oc3ccccc3)cc2)c1
    9	0.84
115) CCCCOc1ccc(Cc2c(O)nc(SC)[nH]c2=O)cc1
    9	0.95
116) COc1ccc(S(=O)(=O)Nc2ccc(C#N)cc2)cc1
    6	1.1
117) CC(=O)Oc1ccc(/C(C)=N\N2CCN(Cc3cccc4ccccc34)CC2)cc1
    8	0.95
118) COc1ccc(C2NC(=O)NC(C)=C2C(C)=O)cc1 (stereo not drawn)
    -9	0.96
119) O=C(Nc1ccccc1)Nc1nnc(-c2ccccc2I)s1
    9	0.99
120) COC(=O)C1=C(O)/C(=C/c2ccc(N(C)C)cc2)N=C1C
    0	0.99
